# Screening data as filed in PubChem.
# HEK293 NOD2/NF-kB = NOD2 signaling inhibitors, cell-based, luminescence, uHTS, HEK293 (AID 1566) | HEK293 NOD2/NF-kB luciferase reporter, luminescence; higher % means a stronger effect | one-dose inhibition, % at 4 µM; EC50 in µM for titrated hits | hit rate 0.63% among 290,000; note: many of its hits are not listed in these tables
# GPR55 LPI antagonism = inhibition of LPI-stimulated GPR55 beta-arrestin translocation – imaging, U2OS, beta-arrestin-GFP, LPI agonist, primary screen (AID 2013) | hit rate 0.13% among 290,000 | inhibition, % at 10 µM; hits with a dose series show IC50 in µM | U2OS GPR55 beta-arrestin-GFP translocation imaging, LPI antagonism; higher % means a stronger effect;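 active = spots per cell inhibited over 60%, with over 100 cells counted and total cytoplasm intensity under 500,000; inconclusive = wells with under 100 cells, flagged as likely toxic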;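 note: U2OS cells stably carrying GPR55 and arrestin-GFP stimulated by 5 µM LPI near EC80; imaged beta-arrestin-GFP aggregate spots per cell after agonist stimulation; plate controls were LPI-stimulated DMSO wells for no effect and DMSO wells without LPI for full effect; some results filed as inactive read as strong as hits; confirmed hits need IC50 under 10 µM and bright autofluorescent wells are also inconclusive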
# KOR beta-arrestin-1 = KOR antagonists, beta-arrestin recruitment, cell-based, luminescence, uHTS (AID 1778). KOR beta-arrestin recruitment, luminescence, antagonist mode; higher % means a stronger effect. one-dose inhibition, % at 10 µM; IC50 in µM for titrated hits. hit rate 0.091% among 290,000; note: strong numbers were not always called active
# Myeloid diff MLP = compounds promoting myeloid differentiation; ER-HoxA9 myeloid progenitors, lysozyme-GFP differentiation, flow cytometry; calls only at 10 µM; hit rate 1% among 360,000; AID 624256;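 active = normalized GFP-positive differentiation at or above the plate's own cutoff, the solvent-only control mean plus 3 SD; inconclusive = no clear call, values can overlap the other calls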;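 note: cells exposed to compound for four days before flow analysis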
# T cell HTS = T cell immune modulators affecting CD8 T cell-vesicle binding; calls only at 7 µM; AID 2052; 2C CD8+ T cell-vesicle binding, flow cytometry; active compounds read low; hit rate 0.068% among 330,000;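 active = response, share of CD8 T cells binding vesicles, and their 90th percentile fluorescence all below set limits, cut at about 80% in these data, passing the limit was not always enough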
#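 Assay system: 2C TCR transgenic mouse naive CD8+ T cells, MACS-purified | Read-out: CD8+ gate FL2 mean fluorescence as % of same-row positive control | Signal: High-throughput flow cytometry with anti-B7-1 and anti-CD8 staining | Timing: Binding step 1.5 h, 37 °C, antibody labelling 20 min, ice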
# KOR beta-arrestin-2 = kappa opioid receptor activators – cell-based, luminescence, uHTS, primary screen (AID 1777) | KOR beta-arrestin recruitment, luminescence; higher % means a stronger effect | one-dose activation, % at 10 µM; EC50 in µM for titrated hits | hit rate 0.02% among 280,000; in the data active = activation above about 50%, passing the limit was not always enough; note: a part of the inactive calls stands beside numbers as strong as those of hits
# NOD1 inhibition = NOD1 signaling inhibitors, primary screen, cell-based, luminescence, uHTS (AID 1578); hit rate 1% among 290,000; inhibition, % at 4 µM; hits with a dose series show EC50 in µM; NOD1-driven NF-kB luciferase reporter cells, luminescence; higher % means a stronger effect; in the data active = inhibition mostly above about 36%, no sharp cut-off; inactive = mostly below about 34%;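 note: HEK-293T reporter cells stimulated with the NOD1 agonist gamma-tri-DAP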
# GPR55 beta-arrestin = selective activators of receptor GPR55 – imaging, U2OS cells, beta-arrestin-GFP redistribution, primary screen (AID 1961) | U2OS GPR55 beta-arrestin-GFP redistribution imaging; higher % means a stronger effect | activation, % at 10 µM, or EC50 in µM where a hit was titrated | hit rate 0.048% among 290,000;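 active = activation above 40% with more than 50 cells counted in the well; inconclusive = wells holding fewer than 50 cells, flagged as toxic or sparse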;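 note: U2OS osteosarcoma cells stably expressing GPR55 and beta-arrestin-GFP; plate controls were DMSO negative control for no effect and LPI positive control for full effect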
# NTR1 ag = agonists of NTR1, primary screen, imaging, U2OS cells, beta-arrestin-GFP, high content (AID 493036) | NTR1-U2OS beta-arrestin-GFP spot imaging, agonist mode | activation, % at 20 µM | P30989 | hit rate 0.17% among 330,000;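 active = activation at or above 40% of the spot to cytoplasm intensity ratio, with at least 20 cells analyzed; inconclusive = wells under 20 cells, flagged as cytotoxic or low count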;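 note: 0% = DMSO without peptide and 100% = 100 nM NTR1 peptide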
# Target sequence (P30989 whole entry, looked up): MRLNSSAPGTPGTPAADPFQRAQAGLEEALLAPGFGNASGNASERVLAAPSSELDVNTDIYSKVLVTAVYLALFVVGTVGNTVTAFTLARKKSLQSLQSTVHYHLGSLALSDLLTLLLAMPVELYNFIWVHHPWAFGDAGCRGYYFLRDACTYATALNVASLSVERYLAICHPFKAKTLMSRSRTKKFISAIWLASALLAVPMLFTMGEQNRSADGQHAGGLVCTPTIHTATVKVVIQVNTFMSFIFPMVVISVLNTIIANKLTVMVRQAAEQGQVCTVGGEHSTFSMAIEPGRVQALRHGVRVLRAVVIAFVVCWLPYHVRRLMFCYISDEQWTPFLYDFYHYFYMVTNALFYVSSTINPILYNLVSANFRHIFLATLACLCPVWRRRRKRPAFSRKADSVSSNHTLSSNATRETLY
# T cell HTS vesicle-bound % = second read-out of T cell HTS, no call of its own (marks repeat the call); double positive events, %; measured here: CD8+ vesicle-bound cell fraction;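 binding gate set so that unloaded-vesicle control wells show 10% double positive cells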
# NTR1 ag cell count 20 µM = also measured in NTR1 ag; calls as there; cell count; measured here: cell count, cytotoxicity flag
# Myeloid diff MLP GFP+ MAC1+ % = recorded beside Myeloid diff MLP, whose call it bears; GFP+ MAC1+ double positive, %; measured here: differentiation confirmed by MAC1 staining
# * hit, by the source's call; i = inactive; u = inconclusive; x = not tested or not shown; [ ] = dose if it differs, or a comment. Cut-off read from the data, not from the text of the source, unless noted: active = inhibition above about 50%; inactive = the rest.
SMILES,HEK293 NOD2/NF-kB,GPR55 LPI antagonism,KOR beta-arrestin-1,Myeloid diff MLP,Myeloid diff MLP GFP+ MAC1+ %,T cell HTS,T cell HTS vesicle-bound %,KOR beta-arrestin-2,NOD1 inhibition,GPR55 beta-arrestin,NTR1 ag,NTR1 ag cell count 20 µM
CC(=O)c1ccc(OC(C)C)c(CSC(=N)N)c1,21%,3%,-39%[20 µM],i,0.4,i,8,-3.0%,-16%,0.0%,-2.1,100
COc1ccccc1NC(=O)CNC(=O)Cn1cnc2sc(C)c(C)c2c1=O,6%,7%,-20%,i,0.4,i,33,1.1%,-32%,0.3%,1.0,70
CCOC(=O)Cn1nnnc1CN(CCc1ccccc1)Cc1cc2cc(CC)ccc2[nH]c1=O,13%,1%,-8%,i,5.1,i,44,2.3%,-26%,0.3%,15,58
CS(=O)(=O)N1CCCC(C(=O)NCCCN2CCOCC2)C1 (stereo unspecified),5%,13%,-13%,i,9.0,i,12,0.1%,-11%,-0.2%,1.6,48
Cc1cccc(C)c1OCc1cc(C(=O)NCC2CC2)no1,10%,13%,19%,i,3.4,i,72,-2.5%,-34%,0.0%,-0.9,66
O=C(O)C1CCN(C(=O)CSc2nc3ccccc3c(=O)n2Cc2ccccc2)CC1,6%,5%,16%,i,0.4,i,32,1.0%,22%,-0.1%,-0.8,47
CC12CCC(C(=O)NNC(=O)c3ccccc3)(OC1=O)C2(C)C (stereo unspecified),8%,-4%,9%,i,1.4,i,5,3.4%,-15%,0.0%,1.0,70
Cc1cc(OC(C)C(=O)N2CCN(c3ccccc3)CC2)c2c(C)c(C)c(=O)oc2c1 (stereo unspecified),35%,5%,-8%,i,0.7,i,1,2.7%,-43%,0.7%,7.1,66
Cc1ccc(-c2nn(-c3ccccc3)cc2C(=O)OCC(=O)Nc2ncc(Cl)cc2Cl)cc1,-1%,-4%,1%,i,0.3,i,47,-2.8%,15%,0.1%,1.7,47
COC(=O)c1ccccc1NC(=O)CCCn1nc(C)c2c(C)n(-c3ccccc3)nc2c1=O,12%,-26%,-20%,i,1.5,i,21,3.5%,-11%,0.2%,0.1,53
Cn1c(CNC(=O)CNC(=O)c2cccc(Cl)c2)cc(=O)n(C)c1=O,5%,-13%,-53%,i,0.3,i,23,1.7%,-6%,-0.1%,1.9,69
COC(=O)c1cccc(C23CC4(C2)[C@H](CN(Cc2ccc(-c5ccccc5)cc2)[C@@H]4c2ccccc2)C3c2ccc(Cl)nc2)c1 (stereo partly specified),0%,-2%,-5%,i,1.8,i,11,0.0%,-7%,-0.1%,0.3,47
COc1ccc(CC(=O)NNc2ncnc3c2cnn3-c2ccc(C)cc2)cc1OC,8%,-6%,10%,i,0.3,i,47,-2.4%,-18%,-0.1%,3.6,54
COc1cccc(C(=O)NC(C)CCc2ccccc2)c1 (stereo unspecified),5%,3%,-69%[20 µM],i,0.9,i,46,0.6%,-17%,0.6%,0.1,58
CCNC(=S)NC(=NCc1cccnc1)Nc1nc(C)cc(C)n1,3%,-3%,-18%[20 µM],i,0.5,i,65,7.7%,-18%,-0.1%,1.7,51
CCC(=O)Nc1nnc(S(=O)(=O)N(CC)c2ccc(Cl)cc2)s1,15%,8%,-28%,i,0.6,i,8,6.3%,-7%,0.4%,0.6,82
CCc1nc2cc(Cl)c(Cl)cc2nc1CC,10%,19%,-2%,i,0.5,i,29,1.4%,0%,-0.1%,0.3,62
CCOC(=O)N1CCC(NC(=O)c2ccc3c(c2)N=C(CC)c2cc(C)ccc2S3)CC1,-22%,-18%,-74%,u,x,i,30,-3.1%,16%,-0.2%,2.4,55
N#Cc1ccc(CSc2nnc(-c3cccc(S(=O)(=O)N4CCCCC4)c3)o2)cc1,-19%,0%,19%,i,0.7,i,57,0.7%,-21%,0.2%,2.0,59
CCOC(=O)C1=C(c2ccccc2)Nc2nc(C)nn2C1c1cccc(OC)c1OC (stereo unspecified),15%,14%,10%,i,1.6,i,39,-0.6%,-14%,-0.2%,2.2,70
COc1ccc(/C=C\C(=O)NCC(=O)N/N=C/c2cccc(OC)c2O)cc1,10%,0%,-3%,i,3.8,i,42,9.4%,-31%,-0.2%,15,67
CSc1ccccc1NC(=O)Nc1cccc2ccccc12,-50%,-7%,20%,i,0.7,i,8,-3.3%,8%,0.4%,-0.4,60
COc1ccccc1C(=O)NCC(=O)OCCCOC(=O)CNC(=O)c1ccccc1OC,-1%,15%,-4%,i,4.6,i,24,-0.7%,-31%,-0.1%,0.6,59
COc1ccc(/C=C2/SC(=O)NC2=O)cc1,-166%,2%,-22%[20 µM],i,0.0,i,58,2.8%,-50%,0.1%,-2.3,81
Cc1cccc2nc(CSc3nc4ccccc4o3)cn12,11%,-3%,8%,i,0.4,i,51,-0.6%,-17%,-0.3%,-0.4,57
COc1ccc(N2CCCn3c2nc2c3c(=O)n(CCN3CCOCC3)c(=O)n2C)cc1,-1%,4%,x,x,x,i,46,8.2%,14%,-0.2%,0.2,46
Cn1c(=O)oc2cc(S(=O)(=O)N3CCC(C(=O)NCc4ccccc4Cl)CC3)ccc21,7%,13%,-20%,i,2.0,i,47,1.0%,-82%,-0.1%,3.4,71
CC1CCc2c(cnc3ncnn23)C1 (stereo unspecified),9%,-1%,41%,i,0.2,i,55,-0.7%,-7%,-0.1%,1.4,45
CS(=O)(=O)Nc1ccccc1C(=O)NCCSc1ccc(Cl)cc1,7%,-12%,-38%[20 µM],i,0.4,i,51,-2.3%,-37%,0.4%,1.9,55
CC(CCCC(C)(C)O)NCc1cn[nH]c1-c1ccc2c(c1)OCO2 (stereo unspecified),9%,-7%,-14%,i,0.4,i,34,2.5%,-15%,-0.2%,-0.8,63
CCC1(C)Cc2ccccc2-c2nc(NCCCO)[nH]c(=O)c21 (stereo unspecified),-3%,-4%,7%,i,0.2,i,14,3.8%,-9%,-0.1%,0.6,55
CCn1c(C)cc(=S)c2ccccc21,7%,18%,-9%,i,0.2,i,26,0.2%,-2%,0.2%,2.7,82
O=C(O)C1CCCN1C(=O)OCc1ccccc1 (stereo unspecified),7%,-12%,9%,i,0.4,x,x,-0.8%,-2%,-0.1%,-0.3,52
Cc1cccc(N2CCN(C(=O)c3cn4ccccc4n3)CC2C)c1 (stereo unspecified),16%,20%,-10%,i,0.5,i,30,-6.7%,-22%,0.7%,2.2,45
O=C(c1ccccc1)N1CCN=C1SCc1ccc([N+](=O)[O-])cc1,15%,-10%,-1%,i,0.3,i,18,-3.1%,23%,-0.1%,-0.8,70
COc1ccccc1N1CCN(C(=O)CNC(=O)Cn2cnc3sc(C)c(C)c3c2=O)CC1,13%,4%,-5%,i,2.7,i,40,2.6%,-2%,0.2%,0.6,66

# The final 2 entries of the part above come first, to join the parts:
SMILES,HEK293 NOD2/NF-kB,GPR55 LPI antagonism,KOR beta-arrestin-1,Myeloid diff MLP,Myeloid diff MLP GFP+ MAC1+ %,T cell HTS,T cell HTS vesicle-bound %,KOR beta-arrestin-2,NOD1 inhibition,GPR55 beta-arrestin,NTR1 ag,NTR1 ag cell count 20 µM
O=C(c1ccccc1)N1CCN=C1SCc1ccc([N+](=O)[O-])cc1,15%,-10%,-1%,i,0.3,i,18,-3.1%,23%,-0.1%,-0.8,70
COc1ccccc1N1CCN(C(=O)CNC(=O)Cn2cnc3sc(C)c(C)c3c2=O)CC1,13%,4%,-5%,i,2.7,i,40,2.6%,-2%,0.2%,0.6,66
CCn1c(SCC(=O)c2ccccc2)nnc1-c1cccs1,-17%,0%,12%,i,1.4,i,29,-1.5%,8%,-0.2%,0.4,71
O=C(CN1CCN(C2CCCCC2)CC1)Nc1ccccc1-c1ccccc1,2%,99%,5%,i,0.9,i,17,-1.5%,8%,-0.2%,-1.1,57
NC(=O)c1c(NC(=O)CN2C(=O)CCC2=O)sc2c1CCCCC2,20%,-9%,26%,i,1.3,i,52,-2.3%,3%,0.2%,0.6,49
CCc1ccc(C(=O)NNC(=O)c2ccc3c(=O)n4c(nc3c2)CCC4)cc1,-2%,11%,11%,i,0.8,i,15,-2.6%,-24%,0.3%,1.2,60
CCn1c(SCc2ccccc2Cl)nc2nc3c(cc2c1=O)CCCC3,12%,7%,16%,i,0.2,x,x,9.1%,6%,0.0%,x,x
CCCCn1c(SCC(=O)N(C)C2CCS(=O)(=O)C2)nc2cc(S(N)(=O)=O)ccc21 (stereo unspecified),-2%,6%,38%,i,0.5,i,8,3.1%,5%,-1.9%,-1.0,62
Cc1ccc(C(C)C)c(OCc2nnc(SCC(=O)Nc3nccs3)n2C)c1,7%,6%,20%,i,0.7,i,18,4.0%,-2%,-0.2%,-1.6,55
O=C(O)Cn1c(=S)sc2ccccc21,-27%,8%,-7%[20 µM],i,0.2,i,37,-0.4%,-17%,0.2%,-1.8,82
COc1cc(C)c(NC(=S)Nc2ccc(Cl)c(Cl)c2)cc1OC,-9%,6%,-11%,i,0.5,i,39,13%,-26%,-0.2%,-1.5,55
COc1c(C)cc(C(=O)C2CCCN(C(=O)c3cc(C)n(C)n3)C2)cc1C (stereo unspecified),5%,10%,-6%,i,0.6,i,38,2.0%,-35%,-0.1%,-0.2,63
COc1ccccc1C(CCNCc1ccc(N(C)C)cc1)c1ccc(OC(C)C)cc1 (stereo unspecified),6%,30%,-6%,i,3.5,i,28,-0.4%,5%,-0.1%,39,40
O=C(Nc1cccc(C(F)(F)F)c1)c1cccc(NS(=O)(=O)c2ccc(O)c(C(=O)O)c2)c1,-11%,-8%,-14%,i,0.3,i,10,-2.0%,-10%,-0.2%,-0.5,67
CCOC(=O)Nc1ccc(S(=O)(=O)Nc2nccc(C)n2)cc1,9%,-1%,6%,i,0.8,i,27,0.8%,x,0.2%,0.9,69
CN(Cc1ccccc1)S(=O)(=O)c1ccccc1[N+](=O)[O-],-4%,18%,8%,i,0.2,i,7,7.7%,-7%,-0.3%,-0.6,31
C#CCCCc1nc2ccccc2c(=O)n1N,12%,5%,-11%,i,0.5,i,43,2.3%,-8%,-0.3%,1.3,68
COc1ccc(OC)c(NC2=NC3(CCCC3)N=C(N)N2)c1,-1%,0%,-78%,i,0.7,i,64,0.2%,24%,0.0%,-1.8,73

# Not all compounds are listed; count on the stated rates, not on these rows.
